Screening results (PubChem)
D1 potentiator – enhances dopamine response at the human D1 receptor; P21728; HEK293 TREx D1 cells, calcium flux, dopamine EC20 potentiation; potentiation, % at 10 µM; 360,000 tested, 0.036% active; AID 504651; in the data active = potentiation above about 30%; also: 0% is about no effect
D1 antag – blocks dopamine activation of the human D1 receptor; activity change, negative = inhibition, % at 10 µM; P21728; 360,000 tested, 3.2% active; HEK293 TREx D1 cells, calcium flux, dopamine EC80; hits give low values; AID 504652; in the data active = activity change below about -30%; also: % is scaled to controls: 0 for no effect and ±100 for the full control effect
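Kinetic fluorescence of a calcium dye serves as the read-out. D1-expressing Hek293 Trex cells, induced overnight at 30 C, are exposed to compound for 180 s before an EC80 dopamine addition, then read 180 s further.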
D2 PAM – positively modulates the human D2 dopamine receptor allosterically | HEK293 T-REx D2, calcium flux, EC20 dopamine potentiation | 340,000 tested, 0.34% active | AID 485347 | P14416 | potentiation, % at 10 µM;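 active = potentiation over 3 SD above the plate norm, cut at about 30% in these data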; also: 0% is about no effect
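Cells plated with tetracycline inducer and held overnight at 30 C; calcium dye loaded 30–90 min at room temperature; baseline taken, compound added and read 180 s; EC20 dopamine then added and read 180 s.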
TRHR ag – activates the human TRH receptor | P34981 | TRHR cells, calcium flux fluo-8, FDSS agonist mode | activation, % at 2 µM | 360,000 tested, 0.18% active | AID 493084; in the data active = activation above about 30%; also: 0% is about no effect
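TRHR-expressing cells, plated overnight in medium with 10% serum, were loaded with fluo-8 calcium dye at room temperature. After a 10 s baseline, library compound was pin-added and calcium release was recorded kinetically (ex 480/em 530) as agonist response.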
TRHR PAM – TRH receptor (human) allosteric enhancement. enhancement, % at 2 µM. TRHR cells, fluo-8 calcium fluorescence, EC20 TRH enhancement. P34981. 360,000 tested, 0.66% active. AID 493056; in the data active = enhancement above about 30%; also: 0% is about no effect
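TRHR-expressing cells loaded with fluo-8 calcium dye were read kinetically (ex 480/em 530) during compound addition, then stimulated with an EC20 of TRH (10 nM final). Enhancement of the Gq-mediated intracellular calcium response was scored.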
D1 agonist – agonists of human D1 dopamine receptor; HEK293 T-REx D1 cells, calcium flux, agonist mode; activation, % at 2 µM; 360,000 tested, 1% active; in the data active = activation above about 30%; also: 0% is about no effect
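Tetracycline-induced HEK293 TREx D1 cells, force-coupled to calcium signalling, were dye-loaded with a no-wash calcium kit. Compound was pin-added after a 10 s baseline. Fluorescence was read kinetically at 1 cycle/s for 180 s, with calcium rises flagged as agonism.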
RXFP1 antag – blocks the human relaxin receptor RXFP1; AID 1259400; HEK293-RXFP1, relaxin-stimulated cAMP HTRF, 30 min; hits give low values; activity change, negative = inhibition, % at 57.5 µM; 350,000 tested, 0.59% active;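 active = activity change of -60% or lower, but not beyond a set lower limit; inconclusive = change between -60% and -40%, or beyond the set limit; inactive = change above -40%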; also: % is scaled to controls: 0 for no effect and ±100 for the full control effect
Target sequence (Q9HBX9 whole entry, looked up): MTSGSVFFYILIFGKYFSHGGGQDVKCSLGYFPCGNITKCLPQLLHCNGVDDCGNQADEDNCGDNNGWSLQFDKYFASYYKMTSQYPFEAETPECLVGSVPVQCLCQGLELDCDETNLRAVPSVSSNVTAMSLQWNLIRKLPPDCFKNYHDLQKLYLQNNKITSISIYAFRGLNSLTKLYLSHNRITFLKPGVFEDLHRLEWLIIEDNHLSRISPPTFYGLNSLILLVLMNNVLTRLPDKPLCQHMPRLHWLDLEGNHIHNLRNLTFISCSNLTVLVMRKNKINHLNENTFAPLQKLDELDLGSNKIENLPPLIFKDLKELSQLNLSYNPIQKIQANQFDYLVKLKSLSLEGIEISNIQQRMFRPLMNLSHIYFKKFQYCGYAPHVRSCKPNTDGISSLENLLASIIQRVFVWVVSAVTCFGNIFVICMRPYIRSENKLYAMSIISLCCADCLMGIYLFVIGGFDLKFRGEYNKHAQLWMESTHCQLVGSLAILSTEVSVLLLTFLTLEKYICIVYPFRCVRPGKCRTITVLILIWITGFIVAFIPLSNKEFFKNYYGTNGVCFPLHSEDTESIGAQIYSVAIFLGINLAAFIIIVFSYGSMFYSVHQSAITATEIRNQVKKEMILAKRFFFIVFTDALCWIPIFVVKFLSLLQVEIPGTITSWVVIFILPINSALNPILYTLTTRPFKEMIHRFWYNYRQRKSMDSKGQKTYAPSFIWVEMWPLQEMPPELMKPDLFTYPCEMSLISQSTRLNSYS
RXFP1 agonist – activates the human relaxin receptor RXFP1 | Q9HBX9 | HEK293T-RXFP1 cAMP TR-FRET, 30 min; response scale: percent of porcine relaxin response, buffer zero | Potency, µM (doses to about 57.5 µM), for inactives: top-dose activation, usual class: activators | 370,000 tested, 0.3% active | AID 2676; also: potency is read from the fitted curve at half-maximal effect; % is scaled to controls: 0 for no effect and ±100 for the full control effect; nearly all actives have a fitted effect of over 60% in size; many of its hits are not listed in these tables
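cAMP rise read by TR-FRET after 30 min, 37C compound exposure (up to 58 uM) in RXFP1-transfected HEK293 cells with Ro 20174 present. EC50 from Hill-equation fits, with 29 nM porcine relaxin as 100% and buffer as basal.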
Anesthetic bind – binds horse apoferritin like a general anesthetic | P02791 | AID 485281 | 350,000 tested, 0.074% active | apoferritin/1-aminoanthracene competitive binding, fluorescence | Potency, µM (doses to about 77.5 µM), for inactives: at the highest dose activity change, negative = displacement, hits mostly inhibitors; also: potency is read from the fitted curve at half-maximal effect; % is scaled to controls: 0 for no effect and ±100 for the full control effect; nearly all actives have a fitted effect of over 20% in size
Target sequence (P02791 2-175 limits assumed): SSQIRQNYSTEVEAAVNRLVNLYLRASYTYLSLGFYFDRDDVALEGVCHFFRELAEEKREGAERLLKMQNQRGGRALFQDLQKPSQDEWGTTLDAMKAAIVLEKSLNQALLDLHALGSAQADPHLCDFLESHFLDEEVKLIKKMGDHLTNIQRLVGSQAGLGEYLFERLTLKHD
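Apoferritin-based anesthetic binding model; compound displacement of fluorescent 1-AMA measured as endpoint fluorescence after 10 minutes at room temperature, scaled to free-ligand and complex controls.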
Starred values were filed as active, the others as inactive; ? = inconclusive; . = no result given; & = joins results of further samples. Unless noted, calls follow the shape of the dose curve; as a rule, active = well fitted curve in the direction sought with a large enough effect; inconclusive = small, poorly fitted or top-dose-only effect, or another doubt; inactive = no such curve, though single readings can be large; an effect the other way counts as inactive or inconclusive.

canonical_smiles | RXFP1 antag | D1 potentiator | D1 antag | TRHR PAM | TRHR ag | RXFP1 agonist | D2 PAM | Anesthetic bind | D1 agonist
Cc1cc(C(=O)N/N=C/c2ccc([N+](=O)[O-])o2)c(C)o1 | 11.1 | -1.7 | -8.1 | 3.7 | -0.5 | -2.2% | -5.4 | -0.2% | 0.3
CC(=O)N(Cc1cccs1)C1CCOC(C)(C)C1 (stereo not given) | 1.6 | 2.8 | 2.3 | -1.9 | 0.7 | 2.6% | 7.0 | -5.8% | 2.4
CCCOc1ccc(Nc2cc(C)nc(C)n2)cc1 | -1.3 | -1.0 | -13.0 | -2.8 | -0.4 | 0.2% | -3.3 | 4.0% | -2.8
COCCNC(=O)Cn1nc(-c2ccccc2)c2ccccc2c1=O | -0.3&-0.5 | -1.7&0.9 | 6.0&-6.3 | 17.2&1.5 | 1.8&-0.3 | -1.2%&4.6% | 7.4&14.7 | -13.7%&5.9% | 2.3&1.8
CCC(=O)Nc1ccc(C(=O)OCC(=O)c2ccc(C)c([N+](=O)[O-])c2)cc1 | 0.7 | -5.8 | -3.9 | 5.3 | 2.1 | 0.6% | -1.8 | -15.0% | 12.2
CCCCCCn1cc(C(=O)OCC)c(=O)c2cc(F)c(F)cc21 | 1.2 | 2.1 | 6.5 | -9.5 | -0.5 | 0.1% | 5.2 | 4.9% | 2.0
CN(C)CCOC(=O)C1(c2ccccc2)CCCC1 | 1.4 | -7.4 | 2.2 | 13.3 | 0.0 | 0.7% | -12.8 | -3.5% | 7.1
Cc1cc(C)nc(N(C#N)Cc2ccccc2Cl)n1 | . | 12.8 | -5.0 | -5.5 | -1.5 | 2.0% | 5.0 | -21.6% | -1.0
CN(C)c1ccc(CNC(=O)CCn2cccn2)cc1 | -9.6 | -4.7 | 3.1 | 1.9 | 0.3 | -2.9% | -8.1 | 9.2% | 2.8
CCOC(=O)N1CCN(C(=O)c2cn(CC)c3ccc(S(=O)(=O)N4CC(C)CC(C)C4)cc3c2=O)CC1 (stereo not given) | -0.3 | 2.3 | -8.0 | 26.4 | -0.4 | 2.4% | -0.7 | -1.4% | -2.9
COc1ccc(-c2c[n+](CC(=O)c3cccs3)c3n2CCC3)cc1 | 2.8 | -9.3 | -14.3 | 1.4 | 1.2 | 3.4% | -14.7 | -11.1% | 8.0
O=C(O)C(Cc1ccccc1)NS(=O)(=O)c1ccc(Cl)cc1 (stereo not given) | 1.2 | 0.3 | 2.9 | 6.7 | -1.3 | -1.6% | 19.3 | 3.7% | 1.9
Cn1nnnc1SCC(=O)N1CCN(Cc2ccccc2)CC1 | 6.3 | -9.0 | -7.3 | 2.5 | 0.0 | 1.0% | -6.6 | -2.0% | 2.2
CCN1CCN(c2ccc(NC(=O)c3ccc(C#N)cc3F)cc2Cl)CC1 | -19.9 | -11.2 | -43.3* | 0.1 | 1.0 | 0.4% | -14.6 | -11.5% | 10.9
CCOC(=O)c1c(C)c(-c2ccccc2)n(CC(=O)NC(CC)Cc2ccccc2)c1C (stereo not given) | . | -7.0 | -16.3 | -4.2 | 0.9 | 1.3% | -1.8 | -3.6% | 8.2
CCCCNCC#CCOc1cc(C)ccc1C(C)C | -19.1 | -2.0 | 5.5 | 9.1 | -1.0 | -1.8% | 26.9 | -15.9% | 86.7*
C=CCn1c(SCc2ccc(Cl)c(Cl)c2)nnc1C(CO)NC(=O)c1ccc(OC)cc1 (stereo not given) | -8.6 | -6.5 | 13.3 | -3.5 | 1.4 | 1.1% | 9.0 | -4.8% | 13.2
CCOC(=O)c1ccccc1NC(=O)CSc1nc(=O)[nH]c2c1CCCC2 | -4.1 | -0.7 | . | -1.4 | -0.4 | ? | -0.1 | -5.3% | -0.5
CCOC(=O)N1CCN(CC(=O)Nc2cccc(Br)c2)CC1 | 3.7 | 0.0 | 0.0 | 2.4 | 0.2 | 2.5% | -9.3 | -4.0% | 2.0
CCCCCCCCCc1nc2sc3c(c2c(=O)n1NC(=O)c1ccc([N+](=O)[O-])cc1)CC(C)(C)OC3 | -14.7 | -4.2 | -26.0 | -6.4 | 0.6 | 7.9% | -5.4 | -2.7% | 1.5
CC(=O)N(c1ccc(N(C(C)=O)S(=O)(=O)c2ccccc2)cc1)S(=O)(=O)c1ccccc1 | 12.4 | 1.6 | 0.2 | -2.4 | 0.6 | -3.2% | -33.5 | -0.3% | -0.6
CCCCN(Cc1cc2cc(OC)ccc2[nH]c1=O)S(=O)(=O)c1ccc(C)cc1 | ? | -6.4 | 5.6 | 2.1 | -0.4 | -0.3% | -14.7 | -4.5% | 1.5
O=C(NCc1ccc2c(c1)OCO2)c1cc(COc2c(F)cccc2F)on1 | 0.9 | -2.7 | -12.6 | -1.9 | -1.3 | 0.6% | -5.2 | ? | 14.3
NC(=O)CC(NC(=O)c1ccccc1)c1ccc(NCc2ccc(F)c(F)c2)c([N+](=O)[O-])c1 (stereo not given) | . | 10.2 | -10.3 | -3.7 | 0.6 | 0.3% | -4.8 | ? | -0.5
CC1C(=O)N2CCCc3cc(S(=O)(=O)N4CCCCC4)cc1c32 (stereo not given) | 5.0 | 8.5 | 6.1 | 2.3 | -0.3 | -0.1% | 1.7 | . | -0.1
O=C(Nc1cccnc1)c1cc2cc(Br)ccc2o1 | -0.1 | 4.2 | 3.5 | 12.0 | -0.3 | 0.3% | -15.3 | -5.1% | -1.2
COc1cc(C(=O)OCC(=O)c2c(N)n(C)c(=O)n(C)c2=O)ccc1OCCC(C)C | 7.4 | 2.7 | -5.1 | 1.5 | 0.4 | ? | 8.6 | -7.8% | 1.3
CC(NC(=O)Nc1ccc([N+](=O)[O-])cc1)C(c1cccs1)N1CCCC1 (stereo not given) | -1.2 | 16.8 | 159.2 | 0.3 | 0.9 | -1.0% | -14.4 | -17.2% | 174.6*
CCn1nc(-c2ccccc2)c(-c2ccccc2)c(C(=O)Nc2nc(C)c(C(=O)N(C)C)s2)c1=O | -20.7 | 1.7 | -3.6 | 0.0 | 0.8 | -3.6% | -3.4 | -1.3% | 3.2
CCOC(=O)c1c(S(=O)(=O)NCC(=O)Nc2ccc(C)c(Cl)c2)c(C)n(C)c1C | -2.7 | -1.7 | -25.8 | -1.5 | -0.5 | -0.4% | -4.3 | ? | 0.5
Cc1cnc(NC(=O)c2c(Cl)cnn2C)s1 | -6.7 | 4.7 | 8.7 | -0.2 | -0.5 | 0.9% | 7.6 | -1.1% | 2.0
Cn1nc(-c2ccc(C(=O)Nc3cccc(Cl)c3)cc2)c2ccccc2c1=O | 1.9 | -5.9 | -36.5* | -3.5 | 0.1 | 4.3% | 0.4 | -10.0% | -0.5
O=C1c2ccccc2C(=O)N1CCCc1nc(-c2ccncc2)no1 | -5.4 | 0.0 | -18.3 | 9.5 | 0.3 | 0.9% | 6.5 | -12.5% | 1.0
CCN(CCCNC(=O)CN1C(=O)COc2ccccc21)c1cccc(C)c1 | 12.4 | -3.9 | 4.8 | -5.1 | -0.6 | 7.7% | -12.5 | -16.7% | -1.0
CCOc1cc(C2/C(=C(/O)c3ccc(OC(C)C)cc3)C(=O)C(=O)N2CCCOC)ccc1O (stereo not given) | -4.2 | 4.0 | 6.6 | -3.3 | -2.3 | -0.9% | 17.1 | -4.8% | -2.7
COc1ccccc1-c1nc(COc2ccc(Cl)cc2Cl)no1 | -21.8 | -2.0 | 6.0 | -4.7 | 0.7 | 2.0% | -4.5 | -13.2% | 10.5
O=C(Nc1nnc(SCc2ccc(F)cc2)s1)C1CC(=O)N(Cc2ccccc2)C1 (stereo not given) | -5.5 | 1.5 | 4.2 | 2.9 | -0.8 | 1.4% | 3.8 | ? | 1.6
CCOC(=O)c1c(C)[nH]c(C(=O)COC(=O)c2oc3ccc(OC)cc3c2C)c1C | -5.6 | 0.1 | 1.5 | -2.7 | 0.7 | -0.4% | -28.0 | -8.0% | 0.4
O=C(O)CCSc1nnc(CNc2ccc(Cl)cc2)n1Cc1ccccc1 | -6.3 | 0.0 | 2.2 | 1.1 | 0.3 | 0.9% | -1.5 | 1.5% | 1.6
COc1ccc(-n2c3c(cc(C(=O)NC4CCSC4=O)c2=O)C(=O)CC(C)(C)C3)cc1 (stereo not given) | -3.5 | -6.9 | -3.5 | -4.4 | 0.0 | 0.3% | 0.6 | ? | 1.5

Reprinted at random: two compounds from above.
canonical_smiles | RXFP1 antag | D1 potentiator | D1 antag | TRHR PAM | TRHR ag | RXFP1 agonist | D2 PAM | Anesthetic bind | D1 agonist
COc1cc(C(=O)OCC(=O)c2c(N)n(C)c(=O)n(C)c2=O)ccc1OCCC(C)C | 7.4 | 2.7 | -5.1 | 1.5 | 0.4 | ? | 8.6 | -7.8% | 1.3
CCOc1cc(C2/C(=C(/O)c3ccc(OC(C)C)cc3)C(=O)C(=O)N2CCCOC)ccc1O (stereo not given) | -4.2 | 4.0 | 6.6 | -3.3 | -2.3 | -0.9% | 17.1 | -4.8% | -2.7

The listing continues:
canonical_smiles | RXFP1 antag | D1 potentiator | D1 antag | TRHR PAM | TRHR ag | RXFP1 agonist | D2 PAM | Anesthetic bind | D1 agonist
Nc1nc2ccc(S(=O)(=O)c3ccc4nc(N)sc4c3)cc2s1 | -1.5 | 11.7 | 2.9 | 1.2 | 1.4 | 2.0% | -3.3 | -12.6% | 3.2
N#C/C(=C(/O)CO/N=C/c1ccccc1Cl)c1nc2ccccc2[nH]1 | 1.2 | -0.2 | 5.9 | -2.3 | -0.3 | -0.4% | 8.4 | -4.1% | 2.0
COc1ccc(OC)c(NC(=O)Cn2c(=O)oc3ccccc32)c1 | -23.1 | -10.0 | 3.0 | 5.6 | 0.4 | 0.4% | 6.0 | -16.2% | 1.0
Cc1cc(C)n(-c2nc(SCCN(C)C)c3c4c(sc3n2)CCCC4)n1 | -60.9* | 3.0 | 2.9 | 37.8* | 0.1 | 4.2% | -5.6 | ? | 10.9
CCOc1ccc(-c2nnc(NC(=O)c3ccc(OCC(C)C)c(OC)c3)o2)cc1 | 11.4 | -3.6 | 5.6 | -2.6 | 0.8 | 1.0% | 5.3 | -15.7% | 0.7
O=C(CCc1ccccc1)Nc1ccccc1C(F)(F)F | -25.8 | -3.2 | 28.7 | 3.5 | -0.7 | 0.5% | . | ? | 3.5
CCNc1nc(NCC)nc(SCCOC(=O)COc2ccc(Cl)cc2Cl)n1 | 8.8 | -4.2 | 2.3 | -1.1 | 0.5 | -4.3% | -2.9 | 3.4% | 10.1

Only part of the results is shown; count on the stated rates, not on these rows.
